# TDP-43 yeast inh: inhibitors of TDP-43 toxicity in yeast; 1.8% of 410,000 active; Potency, µM (highest dose often 46.1 µM), inactives show at the top dose growth rescue (activation), usual class: activators; TDP-43 expressing yeast growth rescue, BacTiter-Glo, 24 h; further: potency means the concentration at half of the fitted maximal effect; % of control where 0% means no effect; nearly all actives have a fitted effect of over 50% in size
#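 Cell-based yeast growth screen: TDP-43 expression induced in galactose, inoculum OD600=0.02 after raffinose pregrowth to mid-log. Read-out BacTiter-Glo luminescence at 24 hr, 30 deg C; inhibition of toxicity seen as signal increase.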
# FUS suppressor: FUS proteinopathy suppression in yeast. 0.24% of 390,000 active. S. cerevisiae FUS-expressing, growth rescue, OD600, 24 h. Potency, µM (titrated, usually from 76.6 µM), for the others: at the top dose growth rescue (activation), hits mostly activators. AID 1347120;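 further: potency means the concentration at half of the fitted maximal effect; plate controls were DMSO vehicle for no effect and reference control for full effect; nearly all actives have a fitted effect of over 55% in size; some results filed as inactive show a strong effect at the top dose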
#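 Steps: raffinose overnight preculture; dilution to OD 0.005 in 2% galactose minimal medium; compound addition (concentration series); 24hr at 30C, 99% humidity; absorbance read at 600 nm.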
# GLP1R cytotox: cytotoxicity in counter-screen for GLP-1R inverse agonists. 0.13% of 410,000 active. AID 624418. Potency, µM (top dose mostly 38.3 µM), without a hit: at the top dose activity change, negative = inhibition, usual class: inhibitors. HEK293 cAMP-luciferase reporter cells, luminescence, 24 h;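 further: loss of luciferase light is scored as toxicity; potency means the concentration at half of the fitted maximal effect; on the % scale 0 is the no-effect control and ±100 the full control effect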
#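 Quantitative HTS format, 1536 wells, 200 cells/uL seeded. Compounds: 23 nL, 24 h, 37 °C. Detection: luciferase reagent, luminescence at 12 min RT; decreased signal taken as cytotoxic.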
# GLP1R inv ag: GLP-1 receptor (human) inverse agonism; P43220; HEK293 GLP-1R CRE-luciferase, luminescence, 24 h; GLP-1R form is constitutively active; Potency, µM (doses to about 38.3 µM), for inactives: at the top dose activity change, negative = inhibition, most hits filed as inhibitors; 1.6% of 410,000 active; AID 624417; further: potency means the concentration at half of the fitted maximal effect; on the % scale 0 is the no-effect control and ±100 the full control effect; nearly all actives have a fitted effect of over 55% in size
# Target sequence (P43220 whole entry, looked up): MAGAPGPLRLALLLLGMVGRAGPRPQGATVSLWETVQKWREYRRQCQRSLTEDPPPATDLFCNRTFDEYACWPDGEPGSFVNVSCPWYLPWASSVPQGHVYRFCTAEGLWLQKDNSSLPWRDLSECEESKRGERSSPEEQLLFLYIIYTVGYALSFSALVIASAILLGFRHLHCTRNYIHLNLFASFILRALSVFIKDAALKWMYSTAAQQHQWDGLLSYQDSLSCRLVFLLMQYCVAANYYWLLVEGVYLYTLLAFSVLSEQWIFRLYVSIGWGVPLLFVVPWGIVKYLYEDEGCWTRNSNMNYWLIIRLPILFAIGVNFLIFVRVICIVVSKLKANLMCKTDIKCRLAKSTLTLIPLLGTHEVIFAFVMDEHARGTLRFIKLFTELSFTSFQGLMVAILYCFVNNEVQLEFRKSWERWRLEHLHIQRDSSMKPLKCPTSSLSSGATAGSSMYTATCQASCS
#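 HEK293 cells stably co-expressing constitutively active GLP-1R and a cAMP-responsive luciferase reporter were seeded in DMEM with 10% Nu serum, given compounds after 12 h, and incubated 24 h at 37 deg C. Luminescence was then read.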
# aSyn yeast inh: alpha-synuclein toxicity inhibition in yeast; Potency, µM (series often up to 46.1 µM), for inactives: at the top dose growth rescue (activation), most hits filed as activators; Yeast expressing alpha-synuclein, growth rescue, BacTiter-Glo, 24 h; 0.14% of 370,000 active; further: potency means the concentration at half of the fitted maximal effect; % of control where 0% means no effect; nearly all actives have a fitted effect of over 65% in size
#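 Screening used galactose-induced yeast with toxic alpha-synuclein levels, exposed to compound for 24 hr at 30 deg C. Cell growth, read with BacTiter-Glo luminescence, gave the measured signal.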
# Abeta yeast res: A-beta toxicity reversal in yeast; yeast expressing A-beta42, growth rescue, OD600, 48 h; response scale: 0% DMSO, 100% iron-clioquinol control; 0.063% of 410,000 active; Potency, µM (titrated, usually from 46.1 µM), for the others: top-dose growth rescue, hits mostly activators; further: potency means the concentration at half of the fitted maximal effect; nearly all actives have a fitted effect of over 55% in size
#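 Yeast growth medium received pinned compounds, then yeast cells expressing toxic A-beta were added; plates incubated at 30 C for 48 hr. Growth read as absorbance at 600 nm, normalized to DMSO and equimolar FeCl3 plus clioquinol controls.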
# Mm-Cpn inhibitor: inhibitors of Methanococcus maripaludis chaperonin (MmCpn); Potency, µM (top dose mostly 76.9 µM), for inactives: at the highest dose activity, negative = inhibition, actives largely listed as inhibitors; AID 504842; 0.031% of 330,000 active; purified Mm-Cpn ATPase, ADP Transcreener TR-FRET; further: potency means the concentration at half of the fitted maximal effect; on the % scale 0 is the no-effect control and ±100 the full control effect; nearly all actives have a fitted effect of over 80% in size
#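 Compound-treated chaperonin, 25 nM final, turns over 10 uM ATP at 37°C for 30 min following a 10 min preincubation; ADP generated competes with ADP-d2 for Eu-cryptate antibody, lowering FRET.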
# Akt phos inh: blocks phosphorylation of Akt; AID 651550; 0.32% of 360,000 active; activity change, % for hits at 50 µM; Neuro2A IGF-stimulated pAkt S473 HTRF, 20 min; stronger effect = lower value; in the data active means activity change below about -80%; inconclusive means mostly about -51% to -80%; further: on the % scale 0 is the no-effect control and ±100 the full control effect
#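 Neuro2A cells (4,500/well, DMEM with 0.5% FBS) were treated with compound at a single 50 µM final concentration, stimulated with 6 nM IGF for 20 min at 37 °C, and lysed. Phospho-Akt Ser473 was read by HTRF as 665/615 ratio ×10^4.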
# PTHR1 agonist: PTHR1 (human) receptor agonism. Q03431. HEK293 GP2 PTHR1 cells, GloSensor cAMP luminescence, 1 h. Potency, µM (top dose mostly 115 µM), without a hit: top-dose activation, actives largely listed as activators. 0.075% of 410,000 active. AID 743266; further: potency means the concentration at half of the fitted maximal effect; nearly all actives have a fitted effect of over 55% in size; some results filed as inactive show a strong effect at the top dose; inactives centre near -15; many of its hits are not listed in these tables
# Target sequence (Q03431 whole entry, looked up): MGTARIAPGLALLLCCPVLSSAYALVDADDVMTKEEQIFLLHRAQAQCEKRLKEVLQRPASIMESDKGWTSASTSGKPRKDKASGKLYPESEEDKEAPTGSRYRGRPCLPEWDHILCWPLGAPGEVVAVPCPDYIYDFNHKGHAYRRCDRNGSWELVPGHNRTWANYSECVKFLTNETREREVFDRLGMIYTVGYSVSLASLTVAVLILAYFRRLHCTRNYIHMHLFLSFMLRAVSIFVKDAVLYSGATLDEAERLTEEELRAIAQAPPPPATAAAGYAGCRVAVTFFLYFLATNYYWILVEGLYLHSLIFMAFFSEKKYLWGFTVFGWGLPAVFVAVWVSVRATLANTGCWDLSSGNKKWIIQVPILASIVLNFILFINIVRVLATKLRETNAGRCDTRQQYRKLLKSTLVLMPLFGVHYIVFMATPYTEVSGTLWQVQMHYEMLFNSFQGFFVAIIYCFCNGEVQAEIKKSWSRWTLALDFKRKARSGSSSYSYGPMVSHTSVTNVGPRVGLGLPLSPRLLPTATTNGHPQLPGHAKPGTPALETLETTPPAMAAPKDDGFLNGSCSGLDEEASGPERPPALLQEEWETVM
#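 HEK-293-derived GP2 cells expressing PTHR1 and a GloSensor cAMP reporter, 3,000/well, plated overnight, given luciferin plus IBMX (each 0.5 mM as added) for 1 h at 37 °C, then compound for 1 h at 37 °C. Luminescence was read after 15 min at room temperature.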
# * hit, by the source's call; i = inactive; ? = inconclusive; nt = not tested or not shown; [ ] = dose if it differs, or a comment. Unless noted, the call rests on the fitted dose curve; in most records, active means well fitted curve in the direction sought with a large enough effect; inconclusive means small, poorly fitted or top-dose-only effect, or another doubt; inactive means no such curve, though single readings can be large; an effect the other way counts as inactive or inconclusive.
SMILES,TDP-43 yeast inh,FUS suppressor,GLP1R cytotox,GLP1R inv ag,aSyn yeast inh,Abeta yeast res,Mm-Cpn inhibitor,Akt phos inh,PTHR1 agonist
O=C(COC(=O)CNC(=O)C1CCCCC1)Nc1ccccc1,0%,13%,-8%,-6%,2%,-1%,0%,i,i
CSc1ccc(CN2CCCC(CNC(=O)c3ccc(F)cc3)C2)cc1 (configuration not stated),-12%,13%,-1%,?,0%,-19%,1%,i,i
COc1cc2c(=O)n(CCCC(=O)NCC3CCCO3)c(=O)n(CC(=O)c3ccc(F)cc3)c2cc1OC (configuration not stated),8%,20%,-6%,-12%,7%,12%,-2%,i,10%
Cc1cnc(C(=O)N2CCN(S(=O)(=O)c3cccc(Br)c3)CC2)cn1,-10%,27%,-8%,1%,2%,-12%,3%,i,0%
Cn1nnnc1Sc1ncnc2scc(-c3ccc([N+](=O)[O-])cc3)c12,nt,?,nt,nt,nt,-19%,?,nt,-40%
COC(=O)c1ccccc1NC(=O)CN1C(=O)c2ccccc2S1(=O)=O,-14%,2%,-16%,8%,-9%,-5%,-1%,i,i
CC1Cc2ccccc2N1S(=O)(=O)c1cccc(C(=O)NCCCn2ccnc2)c1 (configuration not stated),-10%,14%,-4%,-20%,11%,-4%,?,i,-7%
CC1(Oc2ccc(Cl)cc2)CCN(Cc2ccc(OC(F)(F)F)cc2)C1 (configuration not stated),1%,3%,5%,-18%,8%,12%,nt,i,-18%
CCn1cc(C(=O)NCc2ccco2)c(=O)c2cc(S(=O)(=O)N3CCCCCC3)ccc21,-9%,?,-14%,0%,-14%,1%,1%,i,17%[57.5 µM]
Cc1ccc(-c2noc(-c3ccc(N4CCCC4)c([N+](=O)[O-])c3)n2)cc1,-3%,12%,3%,-4%,nt,-24%,nt,nt,-4%
S=C(Nc1ccccc1Cl)N(CCCN1CCOCC1)Cc1ccco1,13%,nt,8%,23%,2%,4%,-1%,i,i
CCCS(=O)(=O)N1CCCC(C(=O)NC2CCCCC2)C1 (configuration not stated),-12%,6%,12%,-6%,-11%,0%,0%,i,-5%[57.5 µM]
O=[N+]([O-])c1ccc(C2=Nn3c(Cn4nnc5ccccc54)nnc3SC2)cc1,-41%[inhibitor],8%,0%,15%,-4%,-50%[inhibitor],1%,i,i
Cc1ccccc1N1CCN(Cc2ccc([N+](=O)[O-])o2)CC1,-17%,3%,-5%,?,12%,-2%,2%,i,i
Cc1ccc(CNC(=O)C2CC(c3cccc([N+](=O)[O-])c3)=NO2)cc1 (configuration not stated),22%,-25%,?,?,0%,-4%,0%,i,-5%
CCN1CCN(c2oc(COc3ccc(-c4ccccc4)cc3)nc2C#N)CC1,-21%,32%,-25%,?,17%,-9%,2%,i,i
Cc1ccccc1N1CCN(CCN2C(=O)CC(=C3c4ccccc4-c4ccccc43)C2=O)CC1,13%,?,4%,2%,-5%,-4%,nt,i,-16%[57.5 µM]
CCOc1cc(N2CCOCC2)c(OCC)cc1NC(=O)COC(=O)COc1cc(C)cc(C)c1,25%,2%,1%,12%,2%,6%,-1%,i,i
CCOc1ccc(-n2c(SCC(=O)NC(C)CC)nc3n[nH]c(C)c3c2=N)cc1 (configuration not stated),-8%,21%,-29%,-15%,1%,-6%,?,i,i
CCN1CCN(c2cc3c(cc2F)c(=O)c(C(=O)O)cn3C2CC2)CC1,?,-48%,-12%,-3%,6%,5%,4%[15.4 µM],i,-25%
COCCCNC(=S)N/N=C/c1ccc(O)cc1O,-19%,16%,16%,32%[activator],-11%,-16%,2%,i,i
COc1ccc(Br)cc1[C@H]1[C@H]2C=CC[C@@H](C)[C@@H]2C(=O)N1Cc1ccccc1,?,-21%,-25%,?,-4%,6%,1%,i,-14%
Cn1c(N2CCC(C(N)=O)CC2)nc2c1c(=O)n(Cc1ccc(Br)cc1)c(=O)n2C,1%,25%,2%,8%,-3%,-2%,nt,i,i
N#Cc1ccccc1NC(=O)c1cc(=O)c2ccccc2o1,?,23%,7%,-18%,-1%,-13%,-2%,i,-5%
COc1ccc(CCNC(=O)c2c(C)nn(-c3ccccc3)c2Cl)cc1OC,2%,-13%,-2%,3%,2%,-16%,1%,i,-22%
COCCn1c(=S)[nH]c2cc(C(=O)NCCCN3CCOCC3)ccc2c1=O,-1%,19%,-1%,1%,-2%,4%,-4%,nt,?
Cc1ccc(-n2ncc3c(=O)n(CC(=O)NCc4ccco4)cnc32)cc1C,24%,11%,-7%,-19%,-9%,-4%,-7%,i,-7%
Cc1cccc(-n2c(C)cc(/C=C3/C(=N)N4C(c5ccccc5)=CSC4=NC3=O)c2C)c1,2%,-19%,62%[activator],22%,0%,11%,0%,i,i
CNC(=O)Cn1c(C)cc(=O)c2cccc(C)c21,-20%,-8%,2%,26%,0%,0%,1%,i,i
CCC(Oc1ccccc1)C(=O)Nc1ccc(-c2nnc(-c3ccco3)o2)cc1 (configuration not stated),0%,32%,-12%,?,-2%,?,-14%,i,-22%[57.5 µM]
CCN1CCN(CCn2c(=S)[nH]c3cc4c(cc3c2=O)OCO4)CC1,11%,-11%,5%,2%,nt,18%,-19%,nt,i
Cc1ccc(S(=O)(=O)NNC(=O)c2ccc(O)cc2)cc1,15%,3%,-2%[1.53 µM],8%,0%,24%,1%,i,-26%
Cc1ccc(OCC(=O)N2CCN(C(=O)Cc3ccccc3)CC2)cc1,-5%,6%,7%,-19%,0%,-9%,-1%,i,-1%[57.5 µM]
COc1ccc(NC(=O)O/N=C/c2c(C)nn(C(C)(C)C)c2C)cc1,?,?,-7%,?,-1%,-3%,0%,i,-26%
C/C(Cn1nnc2ccccc21)=N\NC(=O)c1ccc(Br)cc1,12%,10%,4%,6%,17%,-11%,-5%,i,i
Cc1cccnc1C(NC(=O)C1CCN(CCCOc2ccccc2)CC1)c1ccc(F)cc1 (configuration not stated),23%,10%,15%,-28%,1%,1%,nt,i,-22%
CCc1ccc(C2c3c(oc4cc(C)c(C)cc4c3=O)C(=O)N2c2nc(C)c(C(=O)OC)s2)cc1 (configuration not stated),17%,-35%,-1%,5%,nt,-12%,nt,nt,12%
CCOc1ccccc1CN1CCC(Oc2ccc(C(=O)NCc3ccccn3)cc2)CC1,7%,16%,-18%,?,1%,10%,0%,i,i
CC(=O)Nc1ccc(CN2CCN(CC(C)C)C(CCO)C2)cc1 (configuration not stated),11%[9.22 µM],1%,-6%,-24%,6%,1%,-3%,i,i
COc1ccc(N2C(=O)CC(NCc3ccc(F)cc3)C2=O)cc1 (configuration not stated),-3%,-5%,2%,-1%,1%,12%,2%,i,1%[57.5 µM]
CC(OC(=O)CCc1ccccc1)C(=O)Nc1ncc(Cl)cc1Cl (configuration not stated),0%,1%,7%,-3%,2%,5%,1%,i,i
CCOC(=O)C1=C(C)N=c2s/c(=C/c3ccc(OCC(=O)O)c(OC)c3)c(=O)n2C1c1ccc(Cl)cc1 (configuration not stated),25%,?,-1%,-17%,9%,-22%,nt,i,i
COc1ccc(C(=O)COC(=O)COc2cc(C)cc(C)c2)cc1,13%,nt,2%,0%,9%,2%,0%,i,-13%
CC(=O)Nc1cnc(-c2ccccc2C(F)(F)F)cn1,0%,-20%,-2%,13%,1%,7%,nt,i,-30%[inhibitor]
O=C(/C=C/c1cn(-c2ccccc2)nc1-c1cccnc1)N1CCCCC1,?,20%,-15%,14%,4%,0%,-13%,i,-1%

# Compound profiles, as listed above:
# CC(OC(=O)CCc1ccccc1)C(=O)Nc1ncc(Cl)cc1Cl (configuration not stated) across the screens: TDP-43 yeast inh: 0%; FUS suppressor: 1%; GLP1R cytotox: 7%; GLP1R inv ag: -3%; aSyn yeast inh: 2%; Abeta yeast res: 5%; Mm-Cpn inhibitor: 1%; Akt phos inh: i; PTHR1 agonist: i
# Cc1cccnc1C(NC(=O)C1CCN(CCCOc2ccccc2)CC1)c1ccc(F)cc1 (configuration not stated) across the screens: TDP-43 yeast inh: 23%; FUS suppressor: 10%; GLP1R cytotox: 15%; GLP1R inv ag: -28%; aSyn yeast inh: 1%; Abeta yeast res: 1%; Mm-Cpn inhibitor: nt; Akt phos inh: i; PTHR1 agonist: -22%

# Next section:
SMILES,TDP-43 yeast inh,FUS suppressor,GLP1R cytotox,GLP1R inv ag,aSyn yeast inh,Abeta yeast res,Mm-Cpn inhibitor,Akt phos inh,PTHR1 agonist
COc1ccc(Nc2nc3cc(C)ccc3cc2C#N)c(OC)c1,18%,-7%,-8%,-9%,-1%,9%,2%,i,i
CN(CC(=O)Nc1ccc(F)cc1Cl)Cc1cccs1,1%,17%,3%,?,2%,-7%,0%,i,-22%
COc1cc(NC(=O)c2nc(-c3ccncc3)no2)cc(OC)c1OC,26%,-11%,-2%,5%,nt,-12%,nt,nt,-29%
Cc1ccc([N+](=O)[O-])c(OCCN2CCc3ccccc3C2)c1,10%,-25%,0%,?,0%,17%,-1%,i,-17%
COCCCN1C(=O)C(=O)/C(=C(/O)c2ccc(OC(C)C)cc2)C1c1cccnc1 (configuration not stated),-9%,3%,-10%,2%,0%,15%,-5%,i,i
Cc1ccc(C)c(N2C(=O)N(Cc3c(F)cccc3Cl)c3ccccc3S2(=O)=O)c1,-12%,-2%,-3%,2%,nt,-10%,nt,nt,i
COc1ccc(NC(=O)COC(=O)C2CCN(C(=O)c3ccc(Cl)cc3)CC2)c([N+](=O)[O-])c1,-9%,12%,-7%,5%,-14%,?,0%,i,i

# A portion of the library; the hit share may differ from the screen's.
